MT stabilize HCS: stabilizes microtubules in HeLa cells; AID 2205; 0.83% of 200,000 active; % tubulin-high responders, % at 10 µM; HeLa tubulin immunostaining HCS, 24 h; share of cells brighter than vehicle mean+2SD;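 active means plate Z-score above 3 for both tubulin-high and condensed-nucleus cell shares, with cell loss under 80%, at 10 µM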;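 further: anti alpha tubulin signal scored within the nucleus-defined area of each cell; some results filed as inactive read as strong as hits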
T cell modulator: T cell immune modulators affecting CD8 T cell-vesicle binding. 2C CD8+ T cell-vesicle binding, flow cytometry; active compounds read low. calls only at 7 µM. 0.068% of 330,000 active;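 active means response, share of CD8 T cells binding vesicles, and their 90th percentile fluorescence all below set limits, cut at about 80% in these data, passing the limit was not always enough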
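Benchmarks: naked versus QL9-loaded vesicles / Assay system: purified 2C TCR transgenic mouse naive CD8+ T cells / Technique: high-throughput flow cytometry with anti-B7-1 and anti-CD8 staining / Timing: Cell–vesicle co-incubation 1.5 h at 37 °C, staining 20 min on ice / Read-out: percent CD8+ FL2 mean versus row control / Probe or stimulus: QL9-loaded Drosophila micro-vesicles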
Autophagy mod: autophagy modulation, high-content screen. MEF GFP-LC3 puncta imaging; test concentration mostly 10 µM. calls only at 10 µM (by protocol). 0.98% of 190,000 active. AID 463193;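 active means percentage of spot-positive cells more than 3 SD above its plate mean, without a fluorescence outlier flag or 80% toxicity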;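 further: spot-positive cell cutoff set from DMSO-treated cells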
TNAP activators: human TNAP enzyme activators, primary screen, biochemical, luminescent, no phosphate acceptor, uHTS (AID 1001). purified TNAP, luminescent activation assay, no phosphate acceptor; higher activation fold means a stronger effect. 0.03% of 200,000 active. activation fold at 20 µM; hits with a dose series show EC50 in µM; in the data active means activation fold from about 3, or a potency from the dose series; inactive means the rest, 99 in 100 with activation fold below about 1.6; further: many of its hits are not listed in these tables
PMI inhibitors: MPI enzyme activity inhibition – biochemical, fluorescence intensity, coupled assay, primary screen (AID 1209); 0.42% of 190,000 active; inhibition, % at 20 µM, or IC50 in µM where a hit was titrated; purified PMI enzyme, coupled fluorescence intensity; higher % means a stronger effect;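 further: plate controls were DMSO vehicle for no effect and wells lacking substrate for full effect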
Ins promoter up: MIN6 insulin promoter up-regulation; 0.3% of 190,000 active; MIN6 insulin promoter-GFP reporter, high-content imaging; active compounds read high; z-score at 5 µM;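 active means z-score above 3 at 5 µM with at least 500 cells counted in the well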
bCat nuc transl: beta-catenin nuclear translocation modulation; HeLa beta-catenin nuclear translocation, immunofluorescence imaging; nuclear translocation activity, % at 5 µM; 0.3% of 190,000 active; AID 1665;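 active means nuclear translocation activity above 50% at 5 µM, with a well cell count of 50 or more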;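 further: per-cell ratio of nuclear to cytoplasmic median beta-catenin stain intensity; plate controls were DMSO negative control for no effect and GSK-3 inhibitor IX positive control for full effect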
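Signal – beta-catenin immunofluorescence imaging with DAPI · Test system – human HeLa cell line · Dosing – 5 µM primary single dose, 0.1% DMSO, 0.02–20 µM confirmation series · Measure – % activation, nuclear-to-cytoplasmic median beta-catenin signal ratio per cell · Incubation – 24 h compound exposure at 37°C, 5% CO2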
Hep lipid drop: hepatic lipid droplet formation modulation | 0.4% of 240,000 active | inhibition, % at 6.5 µM | AML12 mouse hepatocytes, oleate lipid droplets, BODIPY imaging | AID 1656;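 active means lipid droplet intensity inhibited by at least 50%, with more than 500 cells counted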
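Assay system: AML12 hepatocytes (mouse) / Also added: 100 µM oleic acid challenge / Times: overnight treatment with compound plus oleate / Detection: high-content imaging of BODIPY-stained droplets and DAPI nuclei / Evaluation: % inhibition of lipid droplet signal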
PMI inhibition: MPI inhibition at elevated mannose 6-phosphate – biochemical, fluorescence intensity, high mannose 6-phosphate, primary screen (AID 1220) | 0.66% of 190,000 active | inhibition, % at 20 µM; hits with a dose series show IC50 in µM | recombinant PMI enzyme, coupled fluorescence intensity; higher % means a stronger effect
Ins promoter up cell count: recorded beside Ins promoter up, whose call it bears; cell count; measured here: cytotoxicity, nuclei count;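 total cells summed across four imaged fields per well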
Hep lipid drop cells 6.5 µM: second read-out of Hep lipid drop, no call of its own (marks repeat the call); cell count; measured here: cell count, cytotoxicity flag;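 cells counted across two imaged fields per well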
bCat nuc transl cell count 5 µM: recorded beside bCat nuc transl, whose call it bears; cell count; measured here: cell count, cytotoxicity flag
T cell modulator vesicle-bound %: also measured in T cell modulator; calls as there; double positive events, %; measured here: CD8+ vesicle-bound cell fraction;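 binding gate set so that unloaded-vesicle control wells show 10% double positive cells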
MT stabilize HCS Hoechst-high %: also measured in MT stabilize HCS; calls as there; % Hoechst-high responders; measured here: nuclear condensation Hoechst responders;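 share of cells brighter than vehicle mean plus two SD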
MT stabilize HCS cytotoxicity %: also measured in MT stabilize HCS; calls as there; toxicity, %; measured here: cytotoxicity by cell density;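 0% = mean cell density of plate MIN control wells and 100% = no cells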
Autophagy mod cell loss 18 h: second read-out of Autophagy mod, no call of its own (marks repeat the call); toxicity, %; measured here: cell loss, nuclei count;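 cell loss after 18 h compound exposure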
* hit, by the source's call; i = inactive; · = not tested or not shown. Unless noted, no stated cut-off is given here; in the data, active means inhibition above about 50%; inactive means the rest.

SMILES | MT stabilize HCS | MT stabilize HCS Hoechst-high % | MT stabilize HCS cytotoxicity % | T cell modulator | T cell modulator vesicle-bound % | Autophagy mod | Autophagy mod cell loss 18 h | TNAP activators | PMI inhibitors | Ins promoter up | Ins promoter up cell count | bCat nuc transl | bCat nuc transl cell count 5 µM | Hep lipid drop | Hep lipid drop cells 6.5 µM | PMI inhibition
Cc1ccc(NC(=O)c2nc[nH]c2C(=O)Nc2ccc(C)cc2)cc1 | 3.2 | 1.8 | 9.3 | i | 2 | i | -43 | 1.1 | -12% | -0.41 | 1651 | -2.1 | 902 | · | · | -9%
COC(=O)CCC(=O)Nc1ccc(Br)cc1 | 4.8 | 2.7 | 8.6 | i | 50 | i | -2 | 1 | 2% | 0.12 | 1807 | -3.8 | 1088 | 4 | 645 | 4%
CC(C)(C)[C@H]1C=C(C(=O)N2CCOCC2)O[C@@H](OCCCCO)C1 | 4.3 | 1.2 | 4.7 | · | · | i | 1 | 1.1 | 4% | -0.33 | 1426 | -1.5 | 1164 | 18 | 743 | 0%
O=C(Nc1ccccc1)c1ccc2nsnc2c1 | 0.9 | 0.9 | 3.7 | i | 33 | i | -1 | 1.1 | 1% | · | · | · | · | · | · | 4%
Cc1ccc(C(=O)NC(C)(COc2nonc2C)COc2nonc2C)cc1 | 3.2 | 1.8 | 6.8 | i | 68 | i | 7 | 1.1 | -3% | -1.4 | 1184 | 0.1 | 1131 | -6 | 745 | -7%
CCOc1ccc(NC(c2ccccn2)c2oc(CO)cc(=O)c2O)cc1 (stereo not given) | 2.3 | 2.5 | 9.4 | i | 35 | i | 7 | 1.2 | 8% | 0.2 | 1333 | 2.8 | 1028 | -14 | 659 | 51%*
O=C(CNS(=O)(=O)c1ccc2ccccc2c1)OCC(=O)c1ccc(Br)s1 | 2.3 | 1.2 | 6.9 | i | 56 | i | -8 | 1.1 | 2% | 2.4 | 710 | -0.5 | 948 | -1 | 831 | -4%
CCn1c(=O)cc(SCC(=O)Nc2cccc(C)n2)c2ccccc21 | 2.0 | 1.5 | 0.6 | i | 32 | i | 21 | 0.9 | 13% | 0.25 | 1275 | 1.4 | 1116 | -3 | 713 | 8%
COc1cccc2cc(C(=O)NCCC3=CCCCC3)c(=O)oc12 | 3.1 | 1.8 | 7.2 | i | 65 | i | 10 | 1.1 | -1% | -0.07 | 1256 | -0.1 | 1086 | 3 | 712 | 19%
Cc1nn2c(CN(C(=O)CN3CCOCC3)c3ccccc3)nnc2c2ccccc12 | 4.4 | 2.2 | 6.5 | i | 26 | i | 6 | 1.2 | 1% | -0.47 | 1502 | 2.5 | 995 | 14 | 652 | -4%
CCOc1cc(/C=N/NC(=O)CSc2nncn2C)ccc1OC(=O)c1ccc(Cl)cc1 | 0.6 | 4.4 | 4.7 | i | 18 | i | 5 | 0.9 | 8% | 0.46 | 1320 | 2.5 | 497 | -21 | 580 | 12%
CNCCc1ccccn1 | 3.3 | 2.3 | 8.0 | i | 24 | i | -10 | 1.1 | -31% | · | · | · | · | -13 | 697 | -30%
O=C(NCc1ccc(F)cc1)C1CCN(S(=O)(=O)c2ccc3c(c2)OCCCO3)CC1 | 4.9 | 1.6 | 11 | i | 5 | i | -4 | 1.1 | 18% | 0.11 | 1407 | -1.0 | 1057 | 14 | 647 | 12%
Cc1cc(C)c2c(c1)cc(C)c1nnc(SCC(=O)Nc3ccc(S(=O)(=O)N4CCCCC4)cc3)n12 | 2.6 | 2.8 | 8.3 | i | 36 | i | -5 | 1.1 | 22% | 0.12 | 1319 | -3.9 | 1137 | -15 | 659 | 14%
CCOc1ccccc1NC(=O)CSc1nnc(Cc2cccn2C)n1-c1ccc(F)cc1 | 5.7 | 1.7 | 2.5 | i | 64 | · | · | 1 | 15% | 0.99 | 1683 | 1.9 | 1107 | -27 | 647 | 9%
OCC(Cc1ccc2c(c1)OCO2)C(CO)Cc1ccc2c(c1)OCO2 (stereo not given) | · | · | · | i | 37 | · | · | · | · | -0.52 | 1020 | 0.0 | 1126 | -5 | 753 | ·
COc1ccc(NC(=O)c2oc3ccccc3c2C)c(OC)c1 | 2.8 | 3.1 | 1.6 | i | 51 | i | -3 | 1.1 | 8% | -1.4 | 1225 | · | · | -52 | 696 | 3%
Cc1nc2ccc(S(=O)(=O)N(C)CC(=O)Nc3ccccc3F)cc2s1 | 4.0 | 2.0 | 5.5 | i | 13 | i | -33 | 1.1 | -4% | -0.09 | 1181 | -0.3 | 1158 | 3 | 685 | -8%
CCc1cc(C(=O)O)c(NC(=O)/C=C/c2ccc(OC)c(OC)c2)s1 | 4.7 | 2.1 | 4.3 | i | 30 | i | 5 | 1 | 14% | 0.28 | 1690 | -3.6 | 1037 | -6 | 700 | 17%
CCOC(=O)C1(CC)NC(c2ccco2)C2C(=O)N(CC)C(=O)C21 (stereo not given) | 3.6 | 1.1 | 5.1 | i | 28 | i | 6 | 1 | 3% | 0.16 | 1812 | -0.2 | 1011 | -1 | 667 | -1%

Entries of single compounds, quoted from the list. Screens in order: MT stabilize HCS, MT stabilize HCS Hoechst-high %, MT stabilize HCS cytotoxicity %, T cell modulator, T cell modulator vesicle-bound %, Autophagy mod, Autophagy mod cell loss 18 h, TNAP activators, PMI inhibitors, Ins promoter up, Ins promoter up cell count, bCat nuc transl, bCat nuc transl cell count 5 µM, Hep lipid drop, Hep lipid drop cells 6.5 µM, PMI inhibition
CNCCc1ccccn1 is entered as 3.3, 2.3, 8.0, i, 24, i, -10, 1.1, -31%, ·, ·, ·, ·, -13, 697, -30%
Cc1cc(C)c2c(c1)cc(C)c1nnc(SCC(=O)Nc3ccc(S(=O)(=O)N4CCCCC4)cc3)n12 is entered as 2.6, 2.8, 8.3, i, 36, i, -5, 1.1, 22%, 0.12, 1319, -3.9, 1137, -15, 659, 14%
CCOc1ccccc1NC(=O)CSc1nnc(Cc2cccn2C)n1-c1ccc(F)cc1 is entered as 5.7, 1.7, 2.5, i, 64, ·, ·, 1, 15%, 0.99, 1683, 1.9, 1107, -27, 647, 9%
O=C(Nc1ccccc1)c1ccc2nsnc2c1 is entered as 0.9, 0.9, 3.7, i, 33, i, -1, 1.1, 1%, ·, ·, ·, ·, ·, ·, 4%

Next part.
SMILES | MT stabilize HCS | MT stabilize HCS Hoechst-high % | MT stabilize HCS cytotoxicity % | T cell modulator | T cell modulator vesicle-bound % | Autophagy mod | Autophagy mod cell loss 18 h | TNAP activators | PMI inhibitors | Ins promoter up | Ins promoter up cell count | bCat nuc transl | bCat nuc transl cell count 5 µM | Hep lipid drop | Hep lipid drop cells 6.5 µM | PMI inhibition
CCCCCCn1c(CN2CCN(CCO)CC2)nc2c1c(=O)n(C)c(=O)n2C | 2.3 | 1.4 | 12 | i | 33 | i | -20 | 1.1 | 18% | 1.3 | 1688 | -1.6 | 1053 | -4 | 652 | 16%
Cc1ccc(CS(=O)(=O)CCC(=O)NCCCN2CCCC2)cc1 | 1.8 | 1.8 | 3.1 | i | 60 | i | -2 | 1 | -4% | -0.53 | 1604 | 1.0 | 1383 | · | · | 34%
COc1ccc(C(=O)COC(=O)[C@H](C)Nc2ccc(C(F)(F)F)cc2[N+](=O)[O-])c(OC)c1 | 3.0 | 1.8 | 5.3 | i | 30 | i | 7 | 1 | 9% | 0.47 | 1415 | -2.0 | 958 | · | · | 12%
CC12COC3(C(=O)Nc4ccccc4F)CC1CCC32C (stereo not given) | 2.1 | 3.5 | 8.8 | i | 43 | i | -6 | 1.1 | -5% | -0.53 | 1231 | 1.7 | 845 | 7 | 740 | -5%
COc1ccc(NC(=O)C2CSC3c4ccccc4C(=O)N23)cc1 (stereo not given) | 3.8 | 2.4 | 1.0 | i | 36 | i | -2 | 1.2 | 5% | -0.21 | 1962 | -2.9 | 1080 | 20 | 590 | 9%
CCCOc1ccc(NC(=O)CC2C(=O)N(C)C(=S)N2Cc2cccs2)cc1 (stereo not given) | 2.2 | 0.9 | 1.9 | i | 18 | i | 6 | 0.9 | -3% | -0.55 | 702 | 0.1 | 1112 | -18 | 750 | 6%
O=C(CSc1cnc2ccccc2n1)c1ccc(F)cc1 | 3.2 | 2.6 | 7.6 | i | 61 | i | -3 | 1 | -6% | 0.77 | 1423 | -1.9 | 1027 | 2 | 590 | -4%
COc1ccc(C(c2c(O)cc(C)oc2=O)c2c(O)cc(C)oc2=O)cc1 | 2.7 | 2.8 | 8.7 | i | 16 | i | -31 | 1.1 | 13% | -0.29 | 1860 | -0.1 | 1079 | 6 | 628 | 11%
C=CCn1c(=O)c2ccccc2n2c(SCC(=O)c3ccccc3)nnc12 | 2.3 | 1.9 | 7.2 | i | 41 | i | -3 | 1.2 | -4% | 0.1 | 1177 | -2.1 | 1030 | · | · | -1%
CC(=O)Nc1ccc(S(=O)(=O)N2CCN(c3cc(C)nc4ncnn34)CC2)cc1 | 2.8 | 2.5 | 2.7 | i | 33 | i | -4 | 1 | -3% | -0.71 | 1443 | 0.5 | 980 | 15 | 755 | -2%
CCCC(c1nnnn1Cc1ccc(OC)cc1)N1CCN(c2ccccc2)CC1 (stereo not given) | 5.9 | 2.5 | 10 | · | · | i | -5 | 1.1 | 11% | -0.37 | 1291 | -7.5 | 1217 | -5 | 749 | 8%
C=CCN=C1CC(C)(C)CC(=O)/C1=C(\O)c1ccccc1 | 1.8 | 0.9 | 5.5 | i | 50 | i | -3 | 1.1 | -1% | 0.12 | 1600 | -1.1 | 1331 | · | · | 0%
COc1ccc(Cc2noc(CN(C)Cc3cccc(-n4cccn4)c3)n2)cc1OC | 2.4 | 3.0 | 11 | i | 56 | i | 7 | 1 | 18% | -0.17 | 1516 | 0.1 | 1038 | -16 | 774 | 11%
O=C(NC1CCCCC1)C(c1ccncc1)N(Cc1ccc2c(c1)OCO2)C(=O)C(F)(F)F (stereo not given) | 3.3 | 1.9 | 7.7 | i | 42 | i | -7 | 1.1 | 11% | · | · | -4.1 | 573 | -28 | 712 | 31%

Bioassay records from PubChem.
